Screening data as filed in PubChem BioAssay.
mIDH1 inhibitor: qHTS for Inhibitors of mutant isocitrate dehydrogenase 1 (IDH1): qHTS | hit rate 0.093% among 390,000 | Isocitrate dehydrogenase [NADP] cytoplasmic (Homo sapiens), O75874 | IDH1-R132H enzyme, NADPH consumption, diaphorase/resazurin fluorescence | Potency, µM (highest dose often 76.6 µM), inactives show top-dose activity change, negative = inhibition, hits mostly inhibitors; note: potency is the fitted concentration of half-maximal effect; % is set by controls: 0 for no effect and ±100 for the full control effect; nearly all actives have a fitted effect of over 65% in size
Target sequence (O75874 whole entry R132H, stated change not applied): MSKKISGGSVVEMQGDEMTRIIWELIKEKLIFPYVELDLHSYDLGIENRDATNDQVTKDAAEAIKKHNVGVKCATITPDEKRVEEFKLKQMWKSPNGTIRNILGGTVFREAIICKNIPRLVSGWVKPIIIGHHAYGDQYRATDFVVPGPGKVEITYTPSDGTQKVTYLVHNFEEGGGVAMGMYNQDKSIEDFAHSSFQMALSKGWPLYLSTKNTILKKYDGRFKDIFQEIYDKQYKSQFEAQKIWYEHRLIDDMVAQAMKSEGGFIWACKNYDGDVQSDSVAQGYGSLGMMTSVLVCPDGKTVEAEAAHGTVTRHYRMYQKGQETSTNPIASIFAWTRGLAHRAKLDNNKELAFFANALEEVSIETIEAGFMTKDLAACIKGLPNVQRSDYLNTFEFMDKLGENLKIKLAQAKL
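IDH1-R132H (0.5 ug/mL dispensed) in pH 7.5 Tris buffer was preincubated 30 min with compound, then given a substrate mix of 0.016 mM NADPH and 2 mM alpha-KG for 80 min at room temperature; remaining NADPH was read by diaphorase/resazurin fluorescence.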
Pin1 inh: qHTS Assay to Find Inhibitors of Pin1; AID 504891, 2011; Potency, µM (doses to about 115 µM), for inactives: at the top dose activity, negative = inhibition, hits mostly inhibitors; hit rate 0.009% among 390,000; Pin1 FP peptide displacement, HiFluor488, 10 min; Peptidyl-prolyl cis-trans isomerase NIMA-interacting 1 (Homo sapiens), Q13526; active = well fitted inhibition curve with a large enough effect in the polarisation, with a control signal flat, not every such curve was filed as active; inconclusive = small, poorly fitted or top-dose-only effect, or effect the other way, or a change in a side signal; inactive = no such curve, though single readings can be large or run the other way; the % refers to the polarisation; note: potency is the fitted concentration of half-maximal effect; % is set by controls: 0 for no effect and ±100 for the full control effect
Target sequence (Q13526 whole entry, looked up): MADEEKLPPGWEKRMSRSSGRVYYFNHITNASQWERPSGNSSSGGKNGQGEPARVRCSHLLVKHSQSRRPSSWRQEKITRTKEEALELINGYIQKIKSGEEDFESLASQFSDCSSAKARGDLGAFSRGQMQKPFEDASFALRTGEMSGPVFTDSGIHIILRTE
TrxR1 inh: qHTS Assay for Inhibitors of Mammalian Selenoprotein Thioredoxin Reductase 1 (TrxR1): qHTS. recombinant rTrxR1, NADPH fluorescence consumption, selenite substrate. Potency, µM (titrated, usually from 114 µM), for the others: at the highest dose activity change, negative = inhibition, most hits filed as inhibitors. hit rate 1% among 390,000. AID 588453, 2011; note: potency is the fitted concentration of half-maximal effect; % is set by controls: 0 for no effect and ±100 for the full control effect; nearly all actives have a fitted effect of over 65% in size
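Rat TrxR1 (90 nM in the dispensed reagent) was pre-reduced with 400 uM NADPH for 5 min at room temperature, then incubated with compound for 15 min. After 400 uM selenite was added, NADPH fluorescence (Ex 340/Em 450 nm) was followed for 8 min.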
USP1-UAF1 inh: Inhibitors of USP1/UAF1: Primary Screen. Ubiquitin carboxyl-terminal hydrolase 1 (Homo sapiens), O94782. recombinant USP1/UAF1, Ub-Rhodamine cleavage fluorescence. Potency, µM (top dose mostly 57.1 µM), for the others: at the top dose activity change, negative = inhibition, usual class: inhibitors. hit rate 0.23% among 390,000. AID 743255, 2014; note: potency is the fitted concentration of half-maximal effect; % is set by controls: 0 for no effect and ±100 for the full control effect; nearly all actives have a fitted effect of over 60% in size; inactives centre near -12
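USP1/UAF1 complex (1 nM) preincubated 15 min at room temperature with compound, then Ub-Rho substrate (150 nM final) added. Kinetic fluorescence at 480/540 nm over 6 reads at 60 s intervals; 50 mM HEPES pH 7.8, 0.5 mM EDTA, 0.1 mg/ml BSA, 1 mM TCEP, 0.01% Tween-20.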
D2 antagonist: HTS Assay for Allosteric Antagonists of the Human D2 Dopamine Receptor: Primary Screen for Antagonists; HEK293 TREx D2 cells, calcium flux, dopamine EC80; inhibition, % at 10 µM; hit rate 2% among 340,000; D(2) dopamine receptor (Homo sapiens), P14416; in the data active = inhibition above about 30%; note: 0% is about no effect
Target sequence (P14416 whole entry, looked up): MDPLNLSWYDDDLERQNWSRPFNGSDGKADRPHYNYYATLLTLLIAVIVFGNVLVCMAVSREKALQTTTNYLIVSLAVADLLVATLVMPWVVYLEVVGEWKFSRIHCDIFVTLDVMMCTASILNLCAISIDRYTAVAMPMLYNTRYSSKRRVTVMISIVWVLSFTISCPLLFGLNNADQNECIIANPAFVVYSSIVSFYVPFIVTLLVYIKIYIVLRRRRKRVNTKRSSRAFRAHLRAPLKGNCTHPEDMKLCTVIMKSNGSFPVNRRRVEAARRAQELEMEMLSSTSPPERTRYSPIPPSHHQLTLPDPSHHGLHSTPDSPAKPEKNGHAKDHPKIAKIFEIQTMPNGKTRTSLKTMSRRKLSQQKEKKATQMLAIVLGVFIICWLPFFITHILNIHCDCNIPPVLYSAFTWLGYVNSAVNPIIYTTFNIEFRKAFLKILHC
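In this primary screen, negative modulation is detected by tracking calcium flux after an EC80 dopamine challenge in inducible HEK293 T-REx D2 cells preexposed to test compound for 180 s.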
D2 ag: HTS Assay for Allosteric Agonists of the Human D2 Dopamine Receptor: Primary Screen for Agonists; D(2) dopamine receptor (Homo sapiens), P14416; AID 485358, 2010; HEK293 T-REx D2 cells, calcium flux agonist mode; hit rate 0.53% among 340,000; activation, % at 2 µM;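 active = activation over 3 SD above normal in the single-dose calcium agonist read, cut at about 30% in these data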; note: 0% is about no effect
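Agonism scored from kinetic calcium signal (1 read/sec, 180 s) following compound pin transfer, after a 10 s baseline. Cells: HEK293 Trex line expressing inducible D2 receptor coupled to calcium, dye-loaded after overnight culture at 30 C.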
TRHR PAM: qHTS for Small Molecule Agonists and Allosteric Enhancers of Human TRH Receptor: Primary Screen for Enhancers. TRHR cells, fluo-8 calcium fluorescence, EC20 TRH enhancement. enhancement, % at 2 µM. hit rate 0.66% among 360,000. AID 493056, 2011; in the data active = enhancement above about 30%; note: 0% is about no effect
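TRHR-expressing cells loaded with fluo-8 calcium dye were read kinetically (ex 480/em 530) during compound addition, then stimulated with an EC20 of TRH (10 nM final). Enhancement of the Gq-mediated intracellular calcium response was scored.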
TRHR agonist: qHTS for Small Molecule Agonists and Allosteric Enhancers of Human TRH Receptor: Primary Screen for Agonists; Thyrotropin-releasing hormone receptor (Homo sapiens), P34981; TRHR cells, calcium flux fluo-8, FDSS agonist mode; activation, % at 2 µM; hit rate 0.18% among 360,000; AID 493084, 2011; in the data active = activation above about 30%; note: 0% is about no effect
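Steps: seed TRHR cells overnight; add fluo-8 no-wash Ca dye, RT 30 min–1.5 h; record 10 s baseline; pin-transfer compounds; monitor fluorescence 1 cycle/s for the agonist window. Calcium increases flag candidate agonists.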
TrxR1 substrate: qHTS Assay for Substrates of Mammalian Selenoprotein Thioredoxin Reductase 1 (TrxR1): qHTS; Potency, µM (titrated, usually from 114 µM), for inactives: at the top dose activity change, negative = substrate turnover; hit rate 0.01% among 390,000; purified TrxR1 substrate turnover, NADPH consumption readout; AID 588456, 2011; note: potency is the fitted concentration of half-maximal effect; % is set by controls: 0 for no effect and ±100 for the full control effect; nearly all actives have a fitted effect of over 50% in size
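Rat TrxR1, dispensed at 90 nM, was prereduced with 400 uM NADPH (final) for 5 min at ~22 deg C, then incubated with compound 15 min before 400 uM selenite. A first-read NADPH fluorescence drop versus no-compound background flagged substrates.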
Numbers without * were called inactive; ? = inconclusive; . = not tested or not shown; [ ] = remark or other dose. Unless noted, calls come from the whole dose curve; as a rule, active = well fitted inhibition curve with a large enough effect; inconclusive = small, poorly fitted or top-dose-only effect; inactive = no such curve, though single readings can be large or run the other way.

SMILES	mIDH1 inhibitor	Pin1 inh	TrxR1 inh	USP1-UAF1 inh	D2 antagonist	D2 ag	TRHR PAM	TRHR agonist	TrxR1 substrate
COc1cccc(-c2cc(C(=O)N3CCN(C(=O)c4ccco4)CC3)[nH]n2)c1	0%	2%	2%	-10%	27	0.0	20	0.1	-1%
Cc1cc(C)c(C)c(S(=O)(=O)N2CCC(C(=O)NC3=NCCS3)CC2)c1C	8%	-5%	22%	-13%	-24	-0.1	11	0.2	-2%
CC(/C=C1\SC(=Nc2cccnc2)NC1=O)=C\c1ccccc1	4%	43%[activator]	-18%[2.29 µM]	-1%	12	-0.6	-3	-0.2	-7%[2.29 µM]
CC(Oc1ccc2oc(-c3ccccc3)c(C(=O)O)c2c1)C(=O)O (stereo not given)	1%	?	60%[activator]	1%	15	-0.4	4	0.8	618%[activator]
CC(C)c1cccc(C(C)C)c1OC(=O)NC(=O)c1c(F)cccc1F	9%	-3%	20%	-19%	-2	0.1	-5	-1.5	-7%
CNc1c(N)c(=O)oc2ccccc12	19%	-3%	20%[57.1 µM]	1%	-20	-0.8	5	-0.4	16%[57.1 µM]
COC(=O)C1=CN(c2ccc(OC)cc2)C=C(C(=O)OC)C1c1cccc(F)c1	5%	13%	25%	-14%	-2	1.4	7	0.0	29%
NC1=NC(=O)/C(=C/c2cn(Cc3ccccc3)c3ccccc23)S1	-17%	28%	?	2%	16	-1.3	13	0.4	11%
CCOc1ccc(S(=O)(=O)Nc2cccc(C(=O)N(C)CC(=O)Nc3ccc(OC)cc3)c2)cc1	-6%	-1%	-3%	-7%	.	.	.	.	-5%
CCN(Cc1nc2ccccc2n1C)c1ccccc1	3%	1%	13%	-25%	1	1.0	-4	-0.5	2%
CCOc1ccc(C(=O)NCC2CCN(CC3CCCCC3)CC2)cc1	1%	2%	3%[57.1 µM]	-5%	-8	0.2	-6	0.0	-8%
CCN(CC)CC#CC(C)(C)OC(C)=O	-2%	-18%	15%	-10%	.	.	.	.	1%
CCOC(=O)C1CCN(C(=O)c2cccc(S(=O)(=O)N3CCc4ccccc43)c2)CC1	-5%	2%	12%	-26%	20	-0.4	-9	-0.8	1%
CC(C)(C)C(=O)NN=C1CCC(c2ccccc2)CC1 (stereo not given)	0%	-2%	7%	-14%	-1	-1.3	-5	-0.4	6%
O=C(CN1CCN(Cc2ccc(F)cc2)C1=O)NCc1ccc(F)cc1	14%	0%	17%[57.1 µM]	-15%	.	0.2	1	-0.5	2%[57.1 µM]
CCc1ccc(CN2CCC(n3nccc3NC(=O)Cc3ccccc3)CC2)o1	-1%	0%	0%	-12%	24	1.2	1	-0.2	6%
CC(C)c1ccc(NC(=O)c2ccc3c(c2)CCN3S(C)(=O)=O)cc1	1%	-4%	-18%	?	-18	-0.9	-5	-0.1	-3%
COc1ccc(C(=O)c2c(C)c(CCC#N)n3ccccc23)c(OC)c1	-11%	-4%	-10%	-15%	.	.	-7	-0.3	-9%
CN(CC(=O)Nc1ccc(Cl)c(Cl)c1)C(=O)c1cccc2cccnc12	-8%	?	13%	-4%	13	0.7	1	0.9	-2%
CSc1c(CC(=O)Nc2ccccc2)n(Cc2ccccc2)c2ccccc12	0%	6%	9%	-5%	-16	0.6	-1	-0.3	5%
COc1ccc(O)c(C(=O)CC(=O)c2ccc(F)cc2)c1	5%	-3%	?	-10%	3	-2.5	-3	-0.1	3%
CCOc1ccc(NS(=O)(=O)c2cc(C(=O)N3CC(C)OC(C)C3)ccc2C)cc1 (stereo not given)	20%	4%	-11%	-8%	-7	-0.5	1	-0.5	-13%
CC(C)(C)OC(=O)N(CCc1ccccc1)Cc1cccc(OCc2cccc(NC(=O)c3ccccc3)c2)c1	-1%	-1%	29%	-12%	.	.	.	.	-4%
CCc1nnc(NC(=O)c2ccc(C)o2)s1	-5%	4%	0%	-8%	-11	-0.3	-5	1.2	-3%
CCN(C[C@H]1N[C@@](Cc2ccccc2)(C(=O)OC)[C@H]2C(=O)N(Cc3ccccc3)C(=O)[C@@H]12)S(=O)(=O)c1ccc(C)cc1	6%	-4%	12%	-23%	.	.	.	.	1%
SMILES	mIDH1 inhibitor	Pin1 inh	TrxR1 inh	USP1-UAF1 inh	D2 antagonist	D2 ag	TRHR PAM	TRHR agonist	TrxR1 substrate
CCCN1CCN(CCCNC(=O)Cn2cc3c(n2)CCCC3)CC1	-5%	-4%	4%[57.1 µM]	-14%	8	-0.5	-2	0.3	9%[57.1 µM]
Cc1ccc(-c2nnc(SCC#CCOC(=O)c3cccs3)o2)cc1	1%	7%	-17%	-19%	4	1.2	-7	0.4	-3%
O=C(Nc1ccccc1-c1nc2ccccc2s1)c1ccc(F)cc1	-3%	0%	7%	-20%	.	0.0	8	1.2	-5%
CC1CCN(S(=O)(=O)c2cn(CC(=O)Nc3cccc(C(F)(F)F)c3)c(=O)c3ccccc23)CC1	-10%	5%	39%[activator]	?	.	0.2	5	2.0	1%
CNC(=O)c1ccc(NC(=O)c2ccc3c(=O)n4c(nc3c2)CCC4)cc1	4%	?	10%	-22%	8	-0.9	7	0.3	1%
Cn1c(C(=O)NN)cc2cc(OCc3ccccc3)ccc21	5%	2%	18%	-14%	.	.	.	.	8%
O=S(=O)(Cc1noc(-c2ccc(Cl)cc2)n1)Cc1ccco1	-6%	17%	-27%	-9%	-9	0.8	-2	-0.1	7%
O=C(O)c1ccc(Cl)c(S(=O)(=O)N(Cc2ccccc2)c2ccccc2)c1	?	-12%	11%	-18%	28	1.0	-3	0.9	4%
C=CCc1cc(Cl)ccc1OCCCNCCO	-8%	2%	5%	0%	.	.	-1	2.3	4%
CCN1CCN(CC(=O)N2N=C(c3ccc(OC)cc3)CC2c2ccc(OC)cc2)C(=O)C1=O (stereo not given)	0%	-4%	16%[57.1 µM]	-15%	8	-0.5	7	-0.1	7%[57.1 µM]
CCC(C)[C@H](NC(=O)c1cn(CC)c2cc3c(cc2c1=O)OCO3)C(=O)NCCCn1ccnc1 (stereo not given in full)	1%	-4%	9%	-27%	5	-0.4	4	0.3	18%
Nc1cc2c(cc1Cl)-c1ccccc1C2=NO	0%	4%	7%	0%	.	.	.	.	-3%
CCOC(=O)Nc1ccc2c(c1)N(C(=O)CN)c1ccccc1CC2	-2%	-2%	22%	-21%	-7	1.6	-5	-0.2	6%
COc1ccc(N(C(=O)COc2ccc(F)cc2)S(=O)(=O)c2ccc(C)cc2)cc1	1%	-2%	5%	-26%	4	0.2	-4	0.7	4%[0.457 µM]
Nc1c(C(=O)NCc2ccco2)nnn1CC(=O)Nc1ccc2c(c1)OCO2	3%	-2%	1%	-11%	-5	1.7	0	-0.2	-3%
O=C(CNC(=O)c1ccc(Br)o1)NCc1ccccc1Cl	0%	-7%	13%	-21%	10	-0.3	-4	-1.2	5%
O=C(/C=C/c1ccco1)Nc1cccnc1	-3%	-15%	?	-13%	2	-0.6	-3	-0.8	-7%
Cc1cc(O)c(CN2CCN(c3ccc(F)cc3)CC2)c2oc(=O)cc(C)c12	13%	-3%	79µM*	?	.	.	-5	0.4	739%[activator]
Cc1ccc2nc(C(F)C(F)(F)F)[nH]c2c1 (stereo not given)	3%	3%	16%	-9%	-6	0.4	-2	-0.8	4%
COc1ccc(C(=O)C2CCCN(C(=O)CSC)C2)cc1OC (stereo not given)	2%	-2%	21%	-3%	-4	1.3	2	0.6	1%
Cc1cc(/C=C(/C#N)c2cccc(Cl)c2)c(C)n1C	4%	0%	1%	-4%	16	0.1	2	-0.3	2%
O=C(Nc1ccc(F)c(Cl)c1)N1CCCCCC1	-4%	-12%	7%	-11%	8	0.4	3	0.5	1%
CCOc1ccc(NC(=O)c2cc3c(s2)-c2ccccc2OC3)cc1	0%	25%	24%	-10%	.	0.0	8	0.0	2%
CCOCN(C(=O)Cn1c(CC(C)C)nc2ccccc21)c1c(C)cccc1CC	7%	12%	10%	-19%	.	4.6	4	-1.0	5%
COc1ccc(N2CCN(CCCNC(=O)c3ccc4nc(N5CCCCC5)sc4c3)CC2)cc1	0%	-11%	-5%	-9%	.	1.6	-9	-0.9	-1%
COc1ccc(/C=C/c2noc(-c3ccccc3O)n2)cc1	3%	-2%	3%	-7%	1	-1.1	7	-2.4	6%
OC1(C#Cc2c(-c3ccsc3)oc3ccc(N4CCOCC4)cc23)CCCCC1	6%	9%	21%[57.1 µM]	?	.	.	.	.	76%[activator][57.1 µM]
O=C(N/N=C/c1ccncc1)c1cccc(NC(=O)c2ccccc2Cl)c1	6%	0%	10%[57.1 µM]	1%	-23	-0.5	20	-0.2	2%[57.1 µM]
COCCn1c(C)c(C)c(S(=O)(=O)c2ccccc2)c1N	-5%	?	20µM*	?	3	-1.5	-2	8.9	4%
COc1ccc(-n2c(CN3CCC(C(N)=O)CC3)nc3ccc([N+](=O)[O-])cc3c2=O)c(OC)c1	1%	-5%	-31%	-23%	0	0.1	-7	-0.7	-11%

An excerpt; the hit share may differ from the screen's.
